Screening results deposited in PubChem by several laboratories.
STK33 kinase inh: inhibitors of human STK33 kinase; inhibition, % at 10 µM; actives 0.073% (n = 320,000); purified STK33, MBP phosphorylation, ADP-Glo luminescence;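 active means inhibition at or above 25%, using the most active replicate where run in duplicate; inactive means inhibition below 25%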
Target sequence (Q9BYT3 whole entry, looked up): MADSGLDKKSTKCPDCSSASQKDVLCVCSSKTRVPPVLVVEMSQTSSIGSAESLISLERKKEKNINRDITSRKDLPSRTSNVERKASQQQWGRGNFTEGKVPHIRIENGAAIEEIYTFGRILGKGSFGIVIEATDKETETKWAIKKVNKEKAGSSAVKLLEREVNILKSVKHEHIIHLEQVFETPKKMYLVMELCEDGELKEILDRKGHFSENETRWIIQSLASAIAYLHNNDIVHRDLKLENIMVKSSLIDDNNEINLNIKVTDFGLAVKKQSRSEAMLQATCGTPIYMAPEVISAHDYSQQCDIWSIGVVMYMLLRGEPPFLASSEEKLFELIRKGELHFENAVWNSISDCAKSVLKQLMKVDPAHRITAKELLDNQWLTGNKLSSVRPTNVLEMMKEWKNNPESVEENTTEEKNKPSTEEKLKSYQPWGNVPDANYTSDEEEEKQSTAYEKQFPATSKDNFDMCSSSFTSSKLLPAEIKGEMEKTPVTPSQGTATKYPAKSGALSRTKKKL
OX1R FRET antag: OX1R (human) antagonism; AID 485270; actives 1.8% (n = 330,000); OX1R-expressing cells, FRET antagonist read-out; inhibition, % at 6.6 µM; in the data active means inhibition mostly above about 38%, no sharp cut-off; inactive means mostly below about 40%;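 further: 0% = agonist challenge alone and 100% = reference antagonist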
Target sequence (O43613 whole entry, looked up): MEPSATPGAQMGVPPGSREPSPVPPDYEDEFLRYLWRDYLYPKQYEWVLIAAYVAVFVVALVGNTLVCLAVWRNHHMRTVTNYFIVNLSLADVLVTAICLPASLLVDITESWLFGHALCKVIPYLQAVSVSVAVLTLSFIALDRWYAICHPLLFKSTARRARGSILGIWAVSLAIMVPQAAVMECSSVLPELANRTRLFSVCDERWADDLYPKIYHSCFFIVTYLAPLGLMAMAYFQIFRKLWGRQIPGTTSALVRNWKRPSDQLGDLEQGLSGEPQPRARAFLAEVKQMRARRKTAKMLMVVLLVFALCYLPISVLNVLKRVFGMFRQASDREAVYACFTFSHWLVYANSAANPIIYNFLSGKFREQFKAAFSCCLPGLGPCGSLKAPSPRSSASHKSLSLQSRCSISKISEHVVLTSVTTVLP
Numbers without * were called inactive.

`Cn1c(=O)c2c(nc(CN3CCC(C(N)=O)CC3)n2Cc2ccccc2F)n(C)c1=O` gave OX1R FRET antag 6.
COc1ccccc1C(=O)NC(=O)COC(=O)CCNS(=O)(=O)c1ccccc1 was read as STK33 kinase inh -2.4 and OX1R FRET antag 12.
`c1cc2c(cc1C1=NNC(=NC3CC3)SC1)OCCO2` gave STK33 kinase inh 17 and OX1R FRET antag 5.
For COc1ccccc1-c1noc(-c2ccccc2C(=O)NCc2ccco2)n1 the results were STK33 kinase inh 1.4 and OX1R FRET antag 21.
Screening Cc1ccc(S(=O)(=O)N(Cc2nccn2C)C(C)C)cc1 returned STK33 kinase inh -0.3 and OX1R FRET antag 4.
COc1ccc2cc3cc(C(=O)N4CCCCCC4)oc3nc2c1 was read as STK33 kinase inh 5.0 and OX1R FRET antag 57*.
Screening CCCn1c(=O)c2ccccc2n2c(SCC(N)=O)nnc12 returned STK33 kinase inh -0.1 and OX1R FRET antag 17.
COc1ccc(-c2csc(NC(=O)CSC(C)C(=O)Nc3cc(C)on3)n2)cc1OC (configuration not stated) was read as STK33 kinase inh -1.0 and OX1R FRET antag 14.
Screening Cc1ccc(CN(C)C(=O)c2c(C)nn(-c3ccccc3)c2C)cc1 returned STK33 kinase inh 0.3 and OX1R FRET antag 8.
Screening C=CCn1cc(/C=N\NC(=O)c2cc3c(ccc4ccccc43)o2)c2ccccc21 returned STK33 kinase inh 4.8 and OX1R FRET antag 47.
For Cc1ccnc(NC(=O)c2ccccc2[N+](=O)[O-])c1 the results were STK33 kinase inh -1.5 and OX1R FRET antag 16.
For C#CCOCCOCCOCCNc1nc(N2CCN(C(=O)[C@H](CCCCN)n3cc(CN)nn3)CC2)nc(N2CCN(C(=O)[C@H](CCCCN)n3cc(CN)nn3)CC2)n1 the results were STK33 kinase inh 1.1 and OX1R FRET antag 7.
Screening O=C(NCc1ccccc1)c1ccc2c(c1)C(=O)N(CC1CCCO1)C2=O (configuration not stated) returned STK33 kinase inh -0.6 and OX1R FRET antag 18.
For CCOC(=O)C1C(=O)NC(c2ccccc2)=NC1c1ccc(Cl)cc1 (configuration not stated) the results were STK33 kinase inh 1.3 and OX1R FRET antag 10.
For CC(=O)C1=C(O)CC(c2ccccc2)CC1=NCCc1c(C)[nH]c2ccc(C)cc12 (configuration not stated) the results were STK33 kinase inh -0.4 and OX1R FRET antag 13.
For Cc1c(C(=O)NC2CCN(Cc3ccccc3)C2)oc2c(Cl)cccc12 (configuration not stated) the results were STK33 kinase inh -1.6 and OX1R FRET antag 15.
For NS(=O)(=O)c1ccc(NC(=O)C2C3C=CC(C3)C2C(=O)O)cc1 (configuration not stated) the results were STK33 kinase inh -1.5 and OX1R FRET antag 15.
For CCOc1ccc(-c2c(C(=O)N/N=C/c3cccnc3)nnn2-c2nonc2N)cc1 the results were STK33 kinase inh -1.4 and OX1R FRET antag 10.
O=C(Nc1nnc(-c2ccccc2)s1)c1cc(S(=O)(=O)N2CCOCC2)c(Cl)cc1Cl was read as STK33 kinase inh -1.6 and OX1R FRET antag 2.
For CC(=O)c1cccc(NC(=O)c2ccc(-c3ccccc3[N+](=O)[O-])o2)c1 the results were STK33 kinase inh 1.5 and OX1R FRET antag 69*.
For COc1ccc(Nc2cc(Nc3ccccc3)ncn2)cc1 the results were STK33 kinase inh -1.2 and OX1R FRET antag -4.
COC(C(=O)Nc1ccc(S(=O)(=O)Nc2c(C)cccc2C)cc1)c1ccccc1 (configuration not stated) was read as STK33 kinase inh -0.2 and OX1R FRET antag 8.
`C/C(=N\Nc1nc2ccc(Cl)cc2o1)c1ccccc1` gave STK33 kinase inh -4.4 and OX1R FRET antag 16.
`O=C(c1ccc2c(=O)n3c(nc2c1)CCCCC3)N1CCCCC1` gave STK33 kinase inh 0.0 and OX1R FRET antag 0.
COc1ccc(-c2ocnc2C(=O)Nc2ccccc2N2CCCCC2)cc1 was read as STK33 kinase inh -1.7 and OX1R FRET antag 28.
For CC1=C(C(=O)OC(C)C)C(c2c[nH]c3ccccc23)n2ncnc2N1 (configuration not stated) the results were STK33 kinase inh 0.9 and OX1R FRET antag 13.
COc1ccc(C)cc1S(=O)(=O)NC1CCCCC1 was read as STK33 kinase inh -0.7 and OX1R FRET antag 13.
For COC(=O)c1cc(OC)c(OC)cc1NC(=S)Nc1cccc(Cl)c1 the results were STK33 kinase inh -0.2 and OX1R FRET antag 6.
`COc1ccc(CNC(=O)CCC(=O)N2CC(C)Oc3ccccc32)cc1` (configuration not stated) gave STK33 kinase inh -1.9 and OX1R FRET antag 9.
For COc1ccc(CCNC(=O)CCN2C(=O)c3ccccc3C2=O)cc1OC the results were STK33 kinase inh -1.2 and OX1R FRET antag 21.

Pulled by structure from the entries so far:
For CCOc1ccc(-c2c(C(=O)N/N=C/c3cccnc3)nnn2-c2nonc2N)cc1 the results were STK33 kinase inh -1.4 and OX1R FRET antag 10.
COc1ccc(-c2ocnc2C(=O)Nc2ccccc2N2CCCCC2)cc1 was read as STK33 kinase inh -1.7 and OX1R FRET antag 28.
For COC(=O)c1cc(OC)c(OC)cc1NC(=S)Nc1cccc(Cl)c1 the results were STK33 kinase inh -0.2 and OX1R FRET antag 6.
For CC1=C(C(=O)OC(C)C)C(c2c[nH]c3ccccc23)n2ncnc2N1 (configuration not stated) the results were STK33 kinase inh 0.9 and OX1R FRET antag 13.

The results go on:
Screening O=C(COc1ccc(Cl)cc1)NC1CC1 returned STK33 kinase inh -1.6.
Cc1onc(-c2c(F)cccc2Cl)c1C(=O)NCc1ccc2c(c1)OCO2 was read as STK33 kinase inh -1.7 and OX1R FRET antag 7.
Screening O=C(c1ccc2c(c1)N(Cc1ccccc1)CCS2)N1CCCCC1 returned STK33 kinase inh -0.7 and OX1R FRET antag 15.
COc1ccc(CNC(=O)C(c2ccco2)N(Cc2ccccc2)C(=O)Cc2cccs2)cc1 (configuration not stated) was read as STK33 kinase inh -0.8 and OX1R FRET antag 55.
CCCn1c(SCc2cc(=O)oc3ccc4ccccc4c23)n[nH]c1=O was read as STK33 kinase inh 0.7 and OX1R FRET antag 23.
O=C(CSc1ccc(-c2ccncc2)nn1)N1CCCCC1 was read as STK33 kinase inh -0.2 and OX1R FRET antag 12.
`COCc1ccc(CN2CCc3c([nH]c4ccccc34)C2CC(C)C)o1` (configuration not stated) gave STK33 kinase inh -1.1 and OX1R FRET antag 41.
`Cc1cccc(-c2noc(CN(C(C)C)S(=O)(=O)c3ccc(F)cc3)n2)c1` gave STK33 kinase inh -0.9 and OX1R FRET antag 48.
For COc1cc(C(=O)N2CCC(O)(c3ccccc3)CC2)cc(OC)c1OC the results were STK33 kinase inh -0.4 and OX1R FRET antag 4.
`Cc1cc(SCC(=O)c2ccccc2)nc(=O)[nH]1` gave STK33 kinase inh 0.0 and OX1R FRET antag 20.
`Cn1c(=O)oc2cc(S(=O)(=O)N3CCN(C(=O)c4ccco4)CC3)ccc21` gave STK33 kinase inh -1.8 and OX1R FRET antag 4.
For O=C(NCc1ccncc1)c1cccc(F)c1 the results were STK33 kinase inh -1.2 and OX1R FRET antag 8.
For COC(=O)CCSCC(=O)N1N=C(c2ccc(Br)cc2)CC1c1cccc(OC)c1OC (configuration not stated) the results were STK33 kinase inh -0.7 and OX1R FRET antag 14.
Cc1ccc[n+](CC(=O)c2ccc(Br)cc2)c1 was read as STK33 kinase inh -1.4.
`COCCCNC(=O)CCSc1ccc(Cl)cc1` gave STK33 kinase inh 0.0 and OX1R FRET antag 11.

3 structures out of the list, arranged by molar mass, lowest first.
Cc1ccc[n+](CC(=O)c2ccc(Br)cc2)c1 was read as STK33 kinase inh -1.4.
`Cc1cccc(-c2noc(CN(C(C)C)S(=O)(=O)c3ccc(F)cc3)n2)c1` gave STK33 kinase inh -0.9 and OX1R FRET antag 48.
For COC(=O)CCSCC(=O)N1N=C(c2ccc(Br)cc2)CC1c1cccc(OC)c1OC (configuration not stated) the results were STK33 kinase inh -0.7 and OX1R FRET antag 14.

(list continues)
COc1ccccc1N1CCN(C(=O)CSc2ncnc3scc(-c4ccccc4)c23)CC1 was read as STK33 kinase inh -1.5 and OX1R FRET antag 30.
O=C(Nc1ccccc1-c1nnn(CC(=O)N2CCOCC2)n1)c1ccccc1F was read as STK33 kinase inh -0.4 and OX1R FRET antag 26.
For Cc1ccc(N(CC(=O)N2CCOCC2)S(C)(=O)=O)cc1Cl the results were STK33 kinase inh -1.1 and OX1R FRET antag 5.
`S=C(Nc1ccccc1Cl)N1CCCC1` gave STK33 kinase inh 1.1 and OX1R FRET antag 4.
CCOC(=O)c1cnn(-c2nc3c(C)cccc3s2)c1C(F)(F)F was read as STK33 kinase inh 0.0 and OX1R FRET antag 11.
For COc1ccc(N2C(=O)CN=C2Nc2cccc(C)c2C)cc1OC the results were STK33 kinase inh 11 and OX1R FRET antag 21.
CC(OC(=O)c1cc2sccc2n1C)C(=O)NCc1cccs1 (configuration not stated) was read as STK33 kinase inh -2.1 and OX1R FRET antag 18.
For CCOC(=O)c1cc2cc3ccccc3cc2oc1=O the results were STK33 kinase inh 0.3 and OX1R FRET antag 18.
`COc1cc2cc(CN(CCCO)S(=O)(=O)c3ccccc3Cl)c(=O)[nH]c2cc1OC` gave STK33 kinase inh 1.0 and OX1R FRET antag 7.
For O=C(c1cccc(Cl)c1)N1CCC(C(=O)N2CCN(Cc3ccccc3)CC2)CC1 the results were STK33 kinase inh 0.1 and OX1R FRET antag -16.
Screening Cc1nn(-c2ncc(C(F)(F)F)cc2Cl)c(=O)n1-c1cccc(Cl)c1 returned STK33 kinase inh -1.0 and OX1R FRET antag 8.
O=C1CC2(CCN(C(=O)C3CC(=O)N(c4ccccc4)C3)CC2)Oc2ccccc21 (configuration not stated) was read as STK33 kinase inh -0.5 and OX1R FRET antag 16.
O=C(Nc1cccnc1)c1cc2cc(Br)ccc2o1 was read as STK33 kinase inh -1.5 and OX1R FRET antag 6.
For Cc1ccc2c(c1)c1c(n2CC(O)CN2CCC(C)CC2)CCCC1 (configuration not stated) the results were STK33 kinase inh -0.6 and OX1R FRET antag 6.
Screening CCC(Sc1nnnn1C)C(=O)Nc1ccc(C(C)=O)cc1 (configuration not stated) returned STK33 kinase inh 0.5 and OX1R FRET antag 9.

Reprinted from the part before: 2 compounds; new compounds follow.
For Cc1ccc2c(c1)c1c(n2CC(O)CN2CCC(C)CC2)CCCC1 (configuration not stated) the results were STK33 kinase inh -0.6 and OX1R FRET antag 6.
Screening CCC(Sc1nnnn1C)C(=O)Nc1ccc(C(C)=O)cc1 (configuration not stated) returned STK33 kinase inh 0.5 and OX1R FRET antag 9.
For CC[N+](C)(CC)CCC(c1ccccc1)C1CCCCC1 (configuration not stated) the results were STK33 kinase inh -2.5 and OX1R FRET antag 5.
`COc1ccc2oc(C(=O)Nc3nc4ccccc4[nH]3)c(C)c2c1` gave STK33 kinase inh 2.4 and OX1R FRET antag 53*.
COc1ccc(/C=C2\SC(=O)N(CCC(=O)NC3CCS(=O)(=O)C3)C2=O)cc1 (configuration not stated) was read as STK33 kinase inh 1.0 and OX1R FRET antag 49*.
For CCC(C)Nc1nc(N)c([N+](=O)[O-])c(NCc2ccccc2)n1 (configuration not stated) the results were STK33 kinase inh 0.1.
`CCCC/C(O)=C1\C(=O)CC(C)(C)CC1=Nc1ccc(OC)cc1` gave STK33 kinase inh -1.1 and OX1R FRET antag 29.
For COc1ccc(Cc2nc3c4c(ncn3n2)Oc2c(ccc3ccccc23)C4c2ccc(OC)c(OC)c2)cc1 (configuration not stated) the results were STK33 kinase inh -0.9 and OX1R FRET antag 1.
Cc1ccc(NC(=O)C2c3ccccc3Oc3ccccc32)nc1 was read as STK33 kinase inh -1.3 and OX1R FRET antag 24.
`COc1ccc(-c2cc(C(=O)N3CC(C)CC(C)C3)c3ccccc3n2)cc1` (configuration not stated) gave STK33 kinase inh -0.3 and OX1R FRET antag 29.
Screening O=C(CCc1ccccc1)Nc1cc2c(cc1Cl)OCCO2 returned STK33 kinase inh -5.4 and OX1R FRET antag 9.
For COC(=O)C(CCSC)NC(=O)c1cn(-c2ccc(OC)cc2)c(=O)c2ccccc12 (configuration not stated) the results were STK33 kinase inh -0.8 and OX1R FRET antag -4.
CCOc1ccc(NC(=S)NCCN2CCN(Cc3ccccc3)CC2)cc1 was read as STK33 kinase inh -0.8 and OX1R FRET antag 15.
`Cc1cc(OC(=O)c2ccc(S(=O)(=O)N(C)C)cc2)c([N+](=O)[O-])c(=O)[nH]1` gave STK33 kinase inh -0.6 and OX1R FRET antag 14.
For N#Cc1c(N2CCCC(O)C2)nc(N)c2c(N)nc3c(c12)CC(=O)N3C12CC3CC(CC(C3)C1)C2 (configuration not stated) the results were STK33 kinase inh -0.5 and OX1R FRET antag 13.
For CCc1ccc[n+](-c2[nH]c(=O)sc2/C=N/N=C(\N)[O-])c1 the results were STK33 kinase inh -1.9 and OX1R FRET antag 30.
For Cc1nc2cc(C(=O)O)ccc2s1 the results were STK33 kinase inh -1.6 and OX1R FRET antag 15.
For O=C(c1cc(-c2ccncc2)nc2ccccc12)N1CCN(c2ccccc2O)CC1 the results were STK33 kinase inh -0.5 and OX1R FRET antag 1.
Screening CCCc1nc2sc3c(c2c(=O)n1NC(=O)CCC(=O)O)CCCC3 returned STK33 kinase inh -4.6 and OX1R FRET antag 3.
`Cc1ccc2c(c1)sc(C)[n+]2CCCS(=O)(=O)[O-]` gave STK33 kinase inh 1.7 and OX1R FRET antag 6.
`O=C1CCC2c3ccc4ccccc4c3CCN12` (configuration not stated) gave STK33 kinase inh 1.5 and OX1R FRET antag 11.
`O=[N+]([O-])c1cccc(/C=N/N2CCN(Cc3ccc(Cl)cc3)CC2)c1` gave STK33 kinase inh -2.6 and OX1R FRET antag 39.
For O=C(NCCc1nc2ccc(Cl)cc2[nH]1)C1CCC(=O)N(Cc2cccc(F)c2)C1 (configuration not stated) the results were STK33 kinase inh -0.2 and OX1R FRET antag -1.
CC(NC(=O)COC(=O)c1ccc(OCC2CCCO2)cc1)c1ccccc1Cl (configuration not stated) was read as STK33 kinase inh -1.2 and OX1R FRET antag 2.
Screening CC(=O)N1CCN(c2nc(C)nc3sc4c(c23)CCC(C)C4)CC1 (configuration not stated) returned STK33 kinase inh -0.3 and OX1R FRET antag 4.
